Bioassay records deposited in PubChem by several laboratories.
SRC2 inh: inhibits human steroid receptor coactivator 2; HEK293 GAL4-SRC2 luciferase reporter, luminescence; Q15596; inhibition, % at 9 µM; 370,000 compounds, 0.17% hits;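 active = inhibition above the mean inhibition of all tested compounds plus 3 SD, set per campaign, cut at about 52% in these data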;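 also: 0% = DMSO treated cells and 100% = cells given Gossypol at 36 µM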
TROY signal inh: inhibitors of TROY-dependent NF-kB signaling; Q293 LMP1-TROYcd NF-kB luciferase reporter, 4 h; inhibition, % at 10 µM; 360,000 compounds, 0.98% hits;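 active = compounds whose plate-normalised and pattern-corrected inhibition of the luciferase reporter signal at the single screening dose is 50% or more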
NR2F2 inh: NR2F2 (human) inhibition, primary screen. P24468. 370,000 compounds, 0.7% hits. AID 686940. HEK293T NGFI-A luciferase reporter, luminescence. inhibition, % at 8.6 µM;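 active = inhibition above a per-plate cutoff, mean inhibition of test wells between control levels plus 3 SD, cut at about 38% in these data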;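 also: cells cotransfected with COUP-TFII expression vector driving the NGFI-A reporter; 0% = median of COUP-TF2 test wells and 100% = reporter-only cells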
Target sequence (P24468 whole entry, looked up): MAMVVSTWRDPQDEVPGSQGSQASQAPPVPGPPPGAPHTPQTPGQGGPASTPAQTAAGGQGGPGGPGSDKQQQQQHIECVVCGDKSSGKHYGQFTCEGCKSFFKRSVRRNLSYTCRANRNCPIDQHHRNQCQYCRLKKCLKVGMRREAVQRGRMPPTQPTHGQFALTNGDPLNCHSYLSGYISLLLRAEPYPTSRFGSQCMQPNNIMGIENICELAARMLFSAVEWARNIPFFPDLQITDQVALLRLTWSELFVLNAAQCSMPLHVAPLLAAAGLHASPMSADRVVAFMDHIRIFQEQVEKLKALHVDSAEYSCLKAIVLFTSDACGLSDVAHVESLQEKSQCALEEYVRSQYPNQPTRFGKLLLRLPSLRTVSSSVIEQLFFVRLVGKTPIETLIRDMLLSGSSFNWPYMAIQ
NCOA3 inh: inhibitors of human steroid receptor coactivator 3 (SRC3); 360,000 compounds, 0.17% hits; HEK293 GAL4-SRC3 luciferase reporter, luminescence; AID 588352; inhibition, % at 3.6 µM;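 active = inhibition above a per-campaign cutoff, the mean of all compounds plus 3 SD, cut at about 60% in these data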;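 also: 0% = DMSO-treated cells and 100% = gossypol-treated cells at 36 µM; higher means less SRC3-driven luciferase light from the GAL4 reporter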
Granule exo inh: lytic granule exocytosis inhibition; TALL-104 LAMP-1 surface exposure, flow cytometry; cells stimulated with thapsigargin and PMA; inhibition, % at 10 µM; 360,000 compounds, 0.66% hits;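 active = inhibition above about 55%, limit read from the data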
NOD2 RIPK2 PPI: inhibitors of human NOD2-RIPK2 interaction. inhibition, % at 4.98 µM. CHO BLA complementation NOD2-RIPK2, CCF4 ratio. 360,000 compounds, 0.38% hits; in the data active = inhibition above about 21%;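 also: 0% = vehicle only and 100% = reference blocker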
NCOA1 inh: inhibitors of human steroid receptor coactivator 1 (SRC1). Q15788. HEK293 GAL4-SRC1 luciferase reporter, luminescence. inhibition, % at 3.6 µM. 360,000 compounds, 0.12% hits;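 active = inhibition above the campaign mean plus 3 SD, with each screening campaign given its own cutoff, cut at about 60% in these data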;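 also: 0% = DMSO treated cells and 100% = gossypol at 36 µM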
TWEAK-Fn14 inh: blocks TWEAK-Fn14 interaction in a reporter cell assay. TWEAK-stimulated Fn14 reporter cells, luciferase luminescence, 8 h. inhibition, % at 10 µM. 360,000 compounds, 2% hits. AID 1159606; in the data active = inhibition above about 50%
ABHD5 PLIN5 PPI: blocks binding of human ABHD5 to perilipin-5; 360,000 compounds, 0.78% hits; AID 602281; inhibition, % at 4 µM; Split G. princeps luciferase complementation, luminescence, 4 h;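 active = inhibition above the mean inhibition across every tested compound plus 3 SD, cut at about 22% in these data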;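 also: 0% = DMSO only wells and the 100% control is not disclosed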
TLR9-MyD88 block: inhibitors of human TLR9-MyD88 binding; Q9NR96+Q99836; CHO BLA complementation TLR9-MyD88, CCF4 FRET ratio; inhibition, % at 4.98 µM; 340,000 compounds, 0.21% hits; AID 504734;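 active = inhibition above the mean over all tested compounds plus 3 SD, cut at about 21% in these data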;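 also: 0% = DMSO only wells and 100% = clavulanate BLA inhibitor control wells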
LRH-1 inv ag: suppresses constitutive activity of human LRH-1 | O00482 | HEK293T StAR-luciferase reporter, LRH-1 transfected, 24 h | inhibition, % at 3.6 µM | 360,000 compounds, 0.13% hits | AID 602396;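 active = inhibition above the mean inhibition of all tested compounds plus 3 SD, cut at about 73% in these data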;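 also: 0% = DMSO wells and 100% = reporter-only cells lacking LRH-1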
* marks the source's active call; other numbers are inactive results; / = not tested or not shown.

Short keys – A = SRC2 inh; B = TROY signal inh; C = NR2F2 inh; D = NCOA3 inh; E = Granule exo inh; F = NOD2 RIPK2 PPI; G = NCOA1 inh; H = TWEAK-Fn14 inh; I = ABHD5 PLIN5 PPI; J = TLR9-MyD88 block; K = LRH-1 inv ag
CCc1nc(-c2ccccc2)c2ccccn12
  A = 8.3	B = 2.9	C = -1.4	D = 0.0	E = -0.3	F = -1.1	G = -12.2	H = -15.4	I = 4.7	J = 5.0	K = -3.5
COc1ccc(CCNC(=O)C2CCN(S(=O)(=O)c3c(C)noc3C)CC2)cc1OC
  A = -16.2	B = -0.5	C = -14.8	D = 15.4	E = -1.6	F = -2.6	G = 8.3	H = 0.8	I = 8.6	J = -2.0	K = 22.1
O=C(Nc1ccccc1C(=O)NCCN1CCOCC1)c1ccco1
  A = -7.7	B = 9.2	C = 0.6	D = 4.0	E = -0.4	F = 7.0	G = 6.8	H = 9.3	I = -0.8	J = -13.3	K = 6.3
O=C(C[n+]1cccc(C(=O)Nc2ccccc2)c1)c1ccc(Cl)cc1
  A = -40.7	B = -8.4	C = -12.3	D = /	E = -20.8	F = -8.3	G = /	H = 12.1	I = -12.4	J = /	K = 14.6
C/C(=N\Nc1nc(C(C)(C)C)cs1)c1ccccc1
  A = -69.1	B = 0.2	C = -47.9	D = -152.7	E = -16.4	F = 5.9	G = -123.6	H = -2.9	I = -0.7	J = -7.5	K = -32.0
C=CCN1C(=O)S/C(=C\c2ccc3c(c2)n(C)c(=O)n3C)C1=O
  A = -6.0	B = -57.8	C = -0.6	D = -0.9	E = 2.3	F = -17.4	G = 0.0	H = -25.3	I = -5.7	J = -10.9	K = 7.0
CC(C)C(=O)NNC(=O)C1CC1(c1ccccc1)c1ccccc1 (stereo not given)
  A = -12.4	B = 5.0	C = 9.9	D = -2.3	E = -12.2	F = -9.1	G = -48.8	H = -6.2	I = 8.7	J = -1.5	K = 13.9
Cc1ccc(NC(=O)C(=O)NCC2CCN(C(=O)c3cccc([N+](=O)[O-])c3)CC2)cc1
  A = 14.5	B = 13.2	C = 6.5	D = 7.4	E = 0.1	F = 3.8	G = -44.2	H = 22.9	I = -7.0	J = -0.3	K = 9.2
O=C(CCC1=NS(=O)(=O)c2ccccc2N1)NC1CCCCCCC1
  A = -61.7	B = -7.0	C = 3.0	D = -13.0	E = -0.4	F = 2.4	G = 0.2	H = -6.7	I = 0.1	J = 1.0	K = 15.2
CCCNC(=O)NC(=O)CSc1nnc(-c2ccncc2)n1CC
  A = 5.5	B = -10.6	C = -7.7	D = 8.8	E = 1.5	F = -15.8	G = 6.2	H = -3.5	I = -1.6	J = -11.1	K = -1.7
c1ccc(CCCCc2ccccn2)cc1
  A = -32.6	B = -34.8	C = 0.4	D = -26.9	E = -2.9	F = -9.9	G = -3.3	H = -22.3	I = 2.3	J = -16.6	K = -12.3
CCCCCCOc1cccc(N)c1
  A = -31.1	B = -32.3	C = 17.2	D = 3.7	E = 4.1	F = -2.5	G = -13.1	H = -14.8	I = 2.1	J = -1.4	K = 0.6
COc1ccc(C(=O)COC(=O)[C@H](C)Nc2ccc(C(F)(F)F)cc2[N+](=O)[O-])cc1
  A = 8.3	B = -7.1	C = -8.7	D = -10.3	E = 3.8	F = -1.7	G = -12.6	H = 2.0	I = -1.3	J = -6.3	K = -6.8
CCOC(=O)N1CCN(CC(=O)Nc2ccc(C)cc2)CC1
  A = -5.2	B = -21.6	C = 3.0	D = -3.8	E = 6.5	F = -7.7	G = -9.5	H = -4.9	I = -4.6	J = 2.0	K = -10.6
Cc1ccc(C(=O)NCC(=O)OCN2C(=O)c3ccccc3C2=O)cc1C
  A = -28.9	B = -16.3	C = 4.5	D = -1.5	E = -4.1	F = 4.8	G = -11.2	H = -11.3	I = -4.8	J = -1.1	K = 19.3
O=C(CNc1ccc2c(c1)OCO2)N/N=C\c1ccccc1Cl
  A = 19.6	B = -22.0	C = 16.8	D = -6.0	E = 1.2	F = 3.9	G = -11.0	H = -6.1	I = 0.9	J = -0.7	K = -5.6
CCC(=O)NC(c1ccco1)c1cc(Cl)c2cccnc2c1O (stereo not given)
  A = -0.9	B = 15.0	C = 5.7	D = 16.1	E = 1.4	F = -2.1	G = -14.0	H = 22.0	I = 0.4	J = -81.9	K = 8.7
O=C(CC(=O)c1ccccc1)Nc1cc(C(F)(F)F)ccc1Cl
  A = -29.7	B = 2.5	C = 22.1	D = 18.8	E = -2.8	F = -12.4	G = 1.8	H = -5.7	I = -1.3	J = -10.3	K = 6.6
CCCCn1nc(C(=O)Oc2ccc3c(C)cc(=O)oc3c2)c2ccccc2c1=O
  A = -8.1	B = -9.8	C = -9.5	D = -0.9	E = 0.2	F = -1.6	G = 19.4	H = 21.7	I = 4.0	J = 5.9	K = -4.0
Fc1ccc(Nc2nc(NCc3ccccc3)nc3ccsc23)cc1
  A = -3.9	B = -0.9	C = 12.0	D = -5.3	E = 0.1	F = 5.1	G = -10.2	H = 2.7	I = -8.5	J = /	K = -15.6
CCC1CN(C(=O)NCc2ccccc2)c2cc(C)ccc2O1 (stereo not given)
  A = 18.7	B = 3.0	C = -7.3	D = -4.7	E = 4.6	F = -0.9	G = 5.6	H = -7.6	I = -1.8	J = 0.0	K = 2.0
O=C(c1cc(S(=O)(=O)N2CCCCC2)ccc1N1CCOCC1)N1CCN(Cc2ccccc2)CC1
  A = -12.9	B = 16.9	C = 4.8	D = 19.9	E = -1.6	F = -0.1	G = 10.9	H = -10.7	I = 3.4	J = 10.5	K = 11.7
CC(=O)C1C(c2ccc(Cl)cc2)NC(=O)NC1(O)C(F)(F)F (stereo not given)
  A = -21.3	B = -8.2	C = 13.2	D = 3.9	E = -2.9	F = 5.0	G = -13.1	H = -2.7	I = -4.3	J = -0.4	K = 5.1

This is a subset; count on the stated rates, not on these rows.
